Cav32 inh – human Cav3.2 channel inhibition, primary screen; hit rate 4% among 100,000; Cav3.2-expressing cells, Fluo-4 calcium fluorescence FDSS; hits give low values; AID 449739; O95180; B-score at 10 µM;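 active = single-dose well whose peak fluorescence ratio is a statistical outlier from its plate by either plate-standardised score or position-corrected B-score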
* hit, by the source's call; & = joins results of further samples.

SMILES	Cav32 inh
O=C1NCC2(CCN(CCc3ccccc3)CC2)O1	0.14
COc1cc2nc(N3CCN(C(=O)C4COc5ccccc5O4)CC3)nc(N)c2cc1OC (configuration not stated)	0.122
COc1nc(C)nc(Cl)c1NC1=NCCN1	0.409
NC(=O)NC(CCC(=O)O)C(=O)O (configuration not stated)	-0.37
CCCOc1ccccc1-c1nc2n[nH]nc2c(=O)[nH]1	1.67
Cc1nnc(NS(=O)(=O)c2ccc(N)cc2)s1	0.694
C[C@H]1COc2c(N3CCN(C)CC3)c(F)cc3c(=O)c(C(=O)O)cn1c23	0.19
CC(=O)[C@H]1CC[C@H]2[C@@H]3C[C@H](C)C4=CC(=O)CC[C@]4(C)[C@H]3[C@@H](O)C[C@]12C	0.794
C[C@]12CC[C@H]3[C@@H](CCC4=CC(=O)CC[C@@]43C)[C@@H]1CC[C@@H]2C(=O)CO	1.01
CC(Oc1c(Cl)cccc1Cl)C1=NCCN1 (configuration not stated)	-0.323

Reprinted from the part before: six compounds, then new ones.
SMILES	Cav32 inh
CCCOc1ccccc1-c1nc2n[nH]nc2c(=O)[nH]1	1.67
Cc1nnc(NS(=O)(=O)c2ccc(N)cc2)s1	0.694
C[C@H]1COc2c(N3CCN(C)CC3)c(F)cc3c(=O)c(C(=O)O)cn1c23	0.19
CC(=O)[C@H]1CC[C@H]2[C@@H]3C[C@H](C)C4=CC(=O)CC[C@]4(C)[C@H]3[C@@H](O)C[C@]12C	0.794
C[C@]12CC[C@H]3[C@@H](CCC4=CC(=O)CC[C@@]43C)[C@@H]1CC[C@@H]2C(=O)CO	1.01
CC(Oc1c(Cl)cccc1Cl)C1=NCCN1 (configuration not stated)	-0.323
Nc1cc(-c2ccncc2)c[nH]c1=O	-0.31
CC(C)Cc1ccc([C@H](C)C(=O)O)cc1	-0.273
CC1=NN(c2ccccc2)C(=O)C1	0.514
CN1CCC(=C2c3ccccc3CCc3sccc32)CC1	-1.88
COc1ccc(CN(CCN(C)C)c2ccccn2)cc1	1.54
CCOc1ccc(S(=O)(=O)N2CCCCCC2)c2ccccc12	-0.337
CC(C)Cn1cnc2c1c(=O)n(C)c(=O)n2C	0.204
O=C1N(c2ccccc2)c2ccccc2C1(Cc1ccncc1)Cc1ccncc1	-0.5&-0.0149
Cc1cc2c(s1)Nc1ccccc1N=C2N1CCN(C)CC1	0.58
COc1ccccc1OCC(O)COC(N)=O (configuration not stated)	0.129
CC(=O)O[C@]1(C(C)=O)CC[C@H]2[C@@H]3C=C(Cl)C4=CC(=O)[C@@H]5C[C@@H]5[C@]4(C)[C@H]3CC[C@@]21C	-0.138
CN(C)CCCN1c2ccccc2Sc2ccccc21	-1.9
Cc1coc2c1C(=O)C(=O)c1c-2ccc2c1CCCC2(C)C	-0.821

Reprinted at random: 4 entries already listed
SMILES	Cav32 inh
O=C1NCC2(CCN(CCc3ccccc3)CC2)O1	0.14
CCOc1ccc(S(=O)(=O)N2CCCCCC2)c2ccccc12	-0.337
CC(=O)O[C@]1(C(C)=O)CC[C@H]2[C@@H]3C=C(Cl)C4=CC(=O)[C@@H]5C[C@@H]5[C@]4(C)[C@H]3CC[C@@]21C	-0.138
O=C1N(c2ccccc2)c2ccccc2C1(Cc1ccncc1)Cc1ccncc1	-0.5&-0.0149

High-throughput results deposited in PubChem by Vanderbilt High Throughput Screening Facility.

Some of the compounds tested; rates above refer to the full screens.
